TNAP activators – human TNAP enzyme activators, primary screen, biochemical, luminescent, no phosphate acceptor, uHTS (AID 1001); Alkaline phosphatase, tissue-nonspecific isozyme (Homo sapiens); purified TNAP, luminescent activation assay, no phosphate acceptor; higher activation fold means a stronger effect; one-dose activation fold at 20 µM; EC50 in µM for titrated hits; 200,000 tested, 0.03% active; in the data active = activation fold from about 3, or a potency from the dose series; inactive = the rest, 99 in 100 with activation fold below about 1.6; note: many of its hits are not listed in these tables
T cell HTS – modulators of CD8 T cell-vesicle binding, primary screen, mouse 2C CD8+ T cells, flow cytometry. 330,000 tested, 0.068% active. AID 2052, 2009. 2C CD8+ T cell-vesicle binding; active compounds read low. calls only at 7 µM;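 active = response, share of CD8 T cells binding vesicles, and their 90th percentile fluorescence all below set limits, cut at about 80% in these data, passing the limit was not always enough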
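incubation = binding step 1.5 h, 37 °C, antibody labelling 20 min, ice | test system = 2C mouse CD8+ T cells | read-out basis = percent CD8+ FL2 mean versus row control | controls = Peptide-free naked vesicles (low) and QL9 vesicles with 0.7% DMSO vehicle (high) | detection = flow cytometry of vesicle-bound cells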
Lipid droplet – inhibitors of hepatocyte lipid droplet formation, primary screen, imaging, high-throughput imaging, BODIPY stain | 240,000 tested, 0.4% active | inhibition, % at 6.5 µM | AML12 mouse hepatocytes, oleate lipid droplets | AID 1656, 2009;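 active = lipid droplet intensity inhibited by at least 50%, with more than 500 cells counted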
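Material: mouse AML12 hepatocyte cell line, fixed after treatment; Timing: compound with oleate, overnight; Technique: high-content imaging of BODIPY-stained droplets and DAPI nuclei; Probe or stimulus: oleate, 100 µM final; Dosing: compound at 6.5 µM only.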
Insulin prom up – insulin promoter activators in MIN6 cells, imaging, high-content screening, mouse beta cells; 190,000 tested, 0.3% active; z-score at 5 µM; AID 1625, 2009; MIN6 insulin promoter-GFP reporter; active compounds read high;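 active = z-score above 3 at 5 µM with at least 500 cells counted in the well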
MT stabilize HCS – microtubule stabilizers in HeLa cells, primary screen, imaging, high-content imaging | HeLa tubulin immunostaining HCS, 24 h; share of cells brighter than vehicle mean+2SD | % tubulin-high responders, % at 10 µM | 200,000 tested, 0.83% active;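 active = plate Z-score above 3 for both tubulin-high and condensed-nucleus cell shares, with cell loss under 80%, at 10 µM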;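 note: anti alpha tubulin signal scored within the nucleus-defined area of each cell; some results filed as inactive read as strong as hits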
bCat nuc transl – modulators of beta-catenin nuclear translocation, primary screen, imaging, HeLa cells, immunofluorescence, high-content | nuclear translocation activity, % at 5 µM | 190,000 tested, 0.3% active | AID 1665, 2009;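 active = nuclear translocation activity above 50% at 5 µM, with a well cell count of 50 or more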;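 note: per-cell ratio of nuclear to cytoplasmic median beta-catenin stain intensity; plate controls were DMSO negative control for no effect and GSK-3 inhibitor IX positive control for full effect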
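Test system: human HeLa cells, endogenous beta-catenin. Times: 24 h compound exposure, 37°C. Measured by: beta-catenin immunofluorescence imaging with DAPI.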
PMI inhibitors – inhibitors of human PMI, primary screen, biochemical, fluorescence intensity, coupled assay (AID 1209). Mannose-6-phosphate isomerase (Homo sapiens). purified PMI enzyme, coupled fluorescence intensity; higher % means a stronger effect. inhibition, % at 20 µM; hits with a dose series show IC50 in µM. 190,000 tested, 0.42% active; in the data active = inhibition above about 50%;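 note: plate controls were DMSO vehicle for no effect and wells lacking substrate for full effect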
Dynein transport – inhibitors of GR-EGFP nuclear translocation, primary screen, dynein cargo transport inhibitor project, imaging, high-content, 3617.4 mouse cells. test concentration mostly 20 µM; stimulated with dexamethasone, 1 µM; active compounds read low. z-score, hits read low. 220,000 tested, 0.47% active. AID 1381, 2008;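 active = plate z-score of nuclear minus cytoplasmic receptor signal below a set negative limit, without overly bright fluorescence or cell loss, cut at about -3.5 in these data, passing the limit was not always enough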;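 note: z-score of nuclear minus cytoplasmic ring GR-EGFP intensity difference per well; some compounds called inactive have numbers as strong as hits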
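medium = tetracycline-free induction medium containing charcoal-stripped FBS | also added = 1.0 µM final dexamethasone stimulus | schedule = 48 h induction, 1 h compound, 30 min dex at 37 °C | technique = fixed, Hoechst-stained cells imaged at 10x for EGFP | measure = GR-EGFP nuclear translocation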
Myeloid diff MLP – induction of myeloid progenitor differentiation, primary screen, cell-based, flow cytometry, MLPCN library | calls only at 10 µM | ER-HoxA9 myeloid progenitors, lysozyme-GFP differentiation | AID 624256, 2012 | 360,000 tested, 1% active;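 active = normalized GFP-positive differentiation at or above the plate's own cutoff, the solvent-only control mean plus 3 SD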;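 note: cells exposed to compound for four days before flow analysis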
Dynein transport cytoplasmic EGFP – second read-out of Dynein transport, no call of its own (marks repeat the call); z-score; measured here: cytoplasmic GR-EGFP intensity; active compounds read high
Dynein transport nuclear GR-EGFP – second read-out of Dynein transport, no call of its own (marks repeat the call); z-score; measured here: nuclear GR-EGFP intensity;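 lower value marks the stronger effect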
Dynein transport cell count – second read-out of Dynein transport, no call of its own (marks repeat the call); z-score; measured here: cell count per field
Insulin prom up cell count – further read-out of Insulin prom up, marked with its call; cell count; measured here: cytotoxicity, nuclei count;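 total cells summed across four imaged fields per well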
Lipid droplet cells 6.5 µM – also measured in Lipid droplet; calls as there; cell count; measured here: cell count, cytotoxicity flag;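 cells counted across two imaged fields per well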
bCat nuc transl cell count 5 µM – second read-out of bCat nuc transl, no call of its own (marks repeat the call); cell count; measured here: cell count, cytotoxicity flag
T cell HTS vesicle-bound % – recorded beside T cell HTS, whose call it bears; double positive events, %; measured here: CD8+ vesicle-bound cell fraction;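 binding gate set so that unloaded-vesicle control wells show 10% double positive cells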
MT stabilize HCS Hoechst-high % – recorded beside MT stabilize HCS, whose call it bears; % Hoechst-high responders; measured here: nuclear condensation Hoechst responders;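 share of cells brighter than vehicle mean plus two SD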
MT stabilize HCS cytotoxicity % – further read-out of MT stabilize HCS, marked with its call; toxicity, %; measured here: cytotoxicity by cell density;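 0% = mean cell density of plate MIN control wells and 100% = no cells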
Myeloid diff MLP GFP+ MAC1+ % – also measured in Myeloid diff MLP; calls as there; GFP+ MAC1+ double positive, %; measured here: differentiation confirmed by MAC1 staining
The depositor's hits bear a star; i = inactive; / = no result given; + = active, no number. This is a random part of the collection (roughly 3% active in at least one column).

SMILES | TNAP activators | T cell HTS | T cell HTS vesicle-bound % | Lipid droplet | Lipid droplet cells 6.5 µM | Insulin prom up | Insulin prom up cell count | MT stabilize HCS | MT stabilize HCS Hoechst-high % | MT stabilize HCS cytotoxicity % | bCat nuc transl | bCat nuc transl cell count 5 µM | PMI inhibitors | Dynein transport | Dynein transport cytoplasmic EGFP | Dynein transport nuclear GR-EGFP | Dynein transport cell count | Myeloid diff MLP | Myeloid diff MLP GFP+ MAC1+ %
CCc1ccccc1N1CN(Cc2cccnc2)CNC1=S | / | i | 30.9 | -0.9 | 740 | / | / | / | / | / | -1.2 | 1090 | / | 0.0814 | -0.115 | -0.13 | 0.228 | i | 0.6
COc1ccc(C(=O)Nc2ccc(S(=O)(=O)N3CCc4ccccc43)cc2)cc1 | / | i | 51.6 | / | / | / | / | 2.1 | 1.4 | 3.9 | / | / | / | 0.581 | -0.264 | 0.17 | 0.724 | i | 0.7
CS(=O)(=O)Nc1ccc(N2CCCCC2)c(Cl)c1 | 1.1 | i | 20.3 | 15.6 | 655 | -0.27 | 1033 | 1.6 | 2.6 | 5.5 | -0.7 | 979 | 9.0% | 0.613 | -0.254 | 0.609 | 1.33 | i | 0.6
C=CCNC(=O)/C(C#N)=C/c1ccc(C(=O)O)cc1 | 1.2 | i | 17.1 | -3.6 | 680 | -0.09 | 1193 | 3.3 | 1.4 | 2.7 | -1.0 | 1118 | -7.5% | -1.04 | -0.354 | -0.965 | 1.72 | i | 0.4
COc1cccc(CN2CCN(CC(=O)Nc3ccccc3Cl)CC2)c1 | 1 | i | 46.8 | / | / | -0.53 | 1559 | 4.9 | 1.7 | 11.9 | -0.8 | 1342 | -0.9% | 0.966 | -0.218 | 0.583 | -0.0247 | i | 0.4
Cc1ccc2c3c(cccc13)-c1ccccc1C2=O | 1.1 | i | 53.7 | 16.5 | 690 | 0.08 | 1472 | 2.2 | 1.6 | 1.6 | -2.4 | 1055 | 6.9% | -0.208 | -0.0621 | -0.0734 | 0.305 | i | 0.6
Cc1ccc(C(=O)Nc2nc3ccccc3n3nnnc23)cc1 | 1 | i | 52.5 | / | / | 1.27 | 1462 | 2.5 | 2.9 | 1.8 | 3.0 | 1369 | 1.4% | -0.796 | -0.196 | -0.179 | 0.488 | i | 7.7
CC(C)N1CCC(N2CCN(Cc3ccc(C#CC(C)(C)O)s3)CC2CCO)CC1 (stereo not drawn) | 1.1 | i | 24.3 | -19.2 | 647 | 0.44 | 1462 | 3.4 | 2.2 | 2.8 | -0.6 | 987 | 12.4% | 0.388 | -0.154 | 0.321 | -0.409 | i | 0.3
CC1(O)CC(=O)N(c2ccccc2)O1 (stereo not drawn) | 1.1 | i | 21.6 | / | / | 0.16 | 1664 | 2.8 | 2.0 | 6.7 | 0.4 | 1356 | 5.6% | -0.757 | -0.0242 | -0.29 | -0.0807 | i | 0.3
CCC(=O)N(CCCN(C)C)c1nc(-c2cc(OC)ccc2OC)cs1 | 1.1 | i | 45.3 | 21.7 | 694 | -0.68 | 1965 | 1.9 | 1.7 | 6.1 | -1.9 | 1072 | 4.6% | 0.499 | -0.29 | 0.431 | 1.22 | i | 2.2
COc1cc(C(=O)Nc2nc(-c3cccs3)cs2)cc(OC)c1OC | 1 | i | 21.0 | 41.9 | 804 | -0.74 | 1262 | 4.6 | 1.4 | 1.1 | / | / | 21.9% | 0.405 | -0.199 | 0.588 | -0.347 | i | 0.6
COc1ccc(N2CC(O)=C(c3nc(-c4ccccc4)cs3)C2=N)cc1 | / | i | 38.1 | 0.8 | 597 | 0.31 | 964 | / | / | / | -1.8 | 1355 | / | 0.461 | -0.752 | -0.0835 | -0.157 | i | 1.1
COc1cc2ncnc(NCc3cccc(Cl)c3)c2cc1OC | 1.1 | i | 28.6 | 50.9* | 402* | -0.98 | 1378 | 1.4 | 1.9 | 1.0 | -2.0 | 931 | 10.9% | -0.0185 | -0.27 | 0.109 | -0.132 | + | 0.8*
Cc1cccc(-n2c(-c3ccncc3)n[nH]c2=S)c1 | 1 | i | 58.9 | -1.1 | 753 | 0.27 | 1395 | 3.9 | 3.4 | 5.7 | -4.8 | 611 | -2.1% | 1.03 | -0.206 | 0.517 | -0.862 | i | 0.9
O=C(COc1ccc(F)cc1)NC1CC1 | 1.1 | i | 38.2 | / | / | 0.35 | 1342 | 5.0 | 2.7 | 10.2 | -3.2 | 995 | -1.7% | -0.632 | -0.314 | -0.159 | 0.145 | i | 2.3
Cc1ccc2c(c1)N(CC(=O)N1CCCc3ccccc31)C(=O)C(C)O2 (stereo not drawn) | 1.1 | i | 49.3 | / | / | 0.17 | 1185 | 3.6 | 2.6 | 9.0 | -8.2 | 1033 | 7.3% | 0.929 | -0.237 | 0.449 | 0.123 | i | 2.3
COc1ccc(-c2nnn(Cc3nn[nH]n3)n2)cc1OC | 1.2 | i | 24.2 | / | / | -0.34 | 1209 | 1.6 | 1.0 | 2.8 | -0.7 | 1131 | 6.1% | -0.542 | -0.188 | -0.361 | 0.382 | i | 1.0
COc1cc(C(=O)Nc2ccncc2)cc(OC)c1OC | 1.1 | i | 35.9 | / | / | -0.38 | 1207 | 4.0 | 2.1 | 6.8 | -2.2 | 1202 | 5.8% | -0.435 | -0.217 | -0.0231 | 0.267 | i | 5.8
N/C(Cc1ccc(Cl)c(Cl)c1)=N\OC(=O)c1ccc(Br)o1 | / | i | 45.9 | -7.8 | 634 | 0.05 | 1446 | / | / | / | 0.5 | 1307 | / | 0.302 | -0.245 | 0.293 | -0.0146 | i | 0.9
c1ccc2c(c1)COC(CNC1CCCCC1)OC2 | 1.1 | i | 46.7 | -5.6 | 731 | 0.12 | 1405 | 5.4 | 2.0 | 11.4 | -0.3 | 964 | 12.5% | -0.571 | -0.319 | -0.0775 | 0.771 | i | 0.7
O=C(CCn1nc(-c2ccc(Cl)cc2)ccc1=O)NCc1cccnc1 | 1.1 | i | 43.1 | / | / | 0.63 | 1583 | 2.6 | 0.9 | 3.5 | -2.4 | 926 | 6.6% | -0.101 | -0.212 | -0.222 | 0.139 | i | 6.2
CC1(OC(=O)CCc2ccccc2)C(=O)C=C2C=C(c3ccc(C#N)cc3)N(C3CCCC3)C=C2C1=O (stereo not drawn) | / | i | 19.3 | 17.1 | 727 | -0.34 | 983 | / | / | / | -0.1 | 1197 | / | -0.901 | -0.773 | -0.362 | 0.491 | i | 1.6
Cc1cc(-c2n[nH]c(=S)n2/N=C/c2c[nH]c3ccccc23)n[nH]1 | / | i | 25.2 | -34.5 | 664 | 0.74 | 1416 | / | / | / | -2.0 | 1163 | / | 1.74 | -0.184 | 0.779 | -1.13 | i | 0.2
Fc1ccc2c(c1)C(c1ccc(N3CCOCC3)cc1)=NNC(c1cccs1)=N2 | 1.1 | i | 14.1 | 6.3 | 602 | -0.62 | 1878 | 1.9 | 1.5 | 13.3 | -0.2 | 1072 | 20.6% | -0.449 | -0.114 | -0.721 | 1.3 | i | 1.3
COCCn1c(SCC(=O)OCc2ccccc2)nc2c1c(=O)[nH]c(=O)n2C | 1.1 | i | 17.9 | 2.5 | 645 | 0.03 | 1726 | / | / | / | -2.6 | 1095 | 3.3% | / | / | / | / | i | 2.7
O=C(Cc1c(F)cccc1Cl)Nc1cccnc1 | 1 | i | 22.6 | 12.7 | 750 | 1.07 | 1295 | 4.3 | 2.1 | 5.2 | 0.4 | 825 | 4.6% | -0.221 | -0.203 | -0.403 | 1.37 | i | 5.8
COc1ccc(C2=NN(C(=O)c3cccnc3)C(c3ccccc3)C2)cc1 (stereo not drawn) | 1.1 | i | 40.9 | -14.0 | 571 | 1.17 | 1567 | 2.8 | 1.9 | 13.2 | -0.4 | 1116 | 14.1% | -1.09 | 0.148 | -0.528 | 0.931 | i | 0.9
c1ccc2oc(-c3ccc4nc[nH]c4c3)nc2c1 | 1.7 | i | 10.8 | 3.3 | 735 | / | / | 4.6 | 2.3 | 8.0 | 1.7 | 1142 | 6.4% | 2.03 | -0.121 | 1.06 | -0.643 | i | 1.1

Three compounds already listed, ordered by the number in MT stabilize HCS Hoechst-high %, highest first:
| smiles | TNAP activators | T cell HTS | T cell HTS vesicle-bound % | MT stabilize HCS Hoechst-high % | PMI inhibitors | Dynein transport | Dynein transport cytoplasmic EGFP | Dynein transport nuclear GR-EGFP | Dynein transport cell count | Myeloid diff MLP GFP+ MAC1+ % |
| --- | --- | --- | --- | --- | --- | --- | --- | --- | --- | --- |
| Cc1ccc(C(=O)Nc2nc3ccccc3n3nnnc23)cc1 | 1 | i | 52.5 | 2.9 | 1.4% | -0.796 | -0.196 | -0.179 | 0.488 | 7.7 |
| CC(C)N1CCC(N2CCN(Cc3ccc(C#CC(C)(C)O)s3)CC2CCO)CC1 (stereo not drawn) | 1.1 | i | 24.3 | 2.2 | 12.4% | 0.388 | -0.154 | 0.321 | -0.409 | 0.3 |
| COc1cccc(CN2CCN(CC(=O)Nc3ccccc3Cl)CC2)c1 | 1 | i | 46.8 | 1.7 | -0.9% | 0.966 | -0.218 | 0.583 | -0.0247 | 0.4 |

Bioassay records from PubChem.
